Gli-Sufu antag: antagonists of Gli-Sufu signaling. actives 0.74% (n = 340,000). Sufu-KO-LIGHT fibroblasts, Gli luciferase reporter luminescence. inhibition, % at 5 µM;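 active means inhibition above about 55%, limit read from the data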;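 further: 0% = DMSO-treated cells and 100% = wells with medium but no cells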
Apaf1 inhib: human Apaf-1 inhibition. AID 489030. O14727. reconstituted apoptosome caspase-3 activity, DEVD-Rh110 fluorescence. inhibition, % at 20 µM. actives 0.71% (n = 330,000); active means inhibition of at least 40% at 20 µM;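 further: plate controls were DMSO wells for no effect and DEVD-CHO caspase inhibitor wells for full effect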
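System: reconstituted apoptosome with Apaf-1, cytochrome c, caspase-9, procaspase-3, dATP; Signal: Rh110 fluorescence intensity; Schedule: 30 min compound preincubation, 50 min activation, room temperature; Reagent: cytochrome c trigger plus (Z-DEVD)2-Rh110 caspase-3 substrate.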
Jurkat NFkB inh: lowers PMA/ionomycin-induced NF-kB signal in Jurkat cells; PMA/ionomycin-induced NF-kB luciferase reporter, luminescence; inhibition, % at 4 µM; actives 0.53% (n = 330,000)
HKDC1 inhibitor: inhibitors of human hexokinase HKDC1; Q2TB90; actives 0.16% (n = 340,000); AID 493160; inhibition, % at 20 µM; recombinant HKDC1, G6PDH/diaphorase resazurin coupled fluorescence;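 active means inhibition above about 35% when tested at 20 µM, limit read from the data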;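 further: plate controls were DMSO wells with enzyme for no effect and DMSO wells lacking enzyme for full effect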
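test system = in-house recombinant HK5 (HKDC1) enzyme | amount = HKDC1 at 5 µg/mL | control set = DMSO-enzyme wells negative, buffer-substituted wells positive | compound = one dose of 20 µM, 1% DMSO | schedule = reaction time 90 min, room temperature, protected from light | technique = resorufin fluorescence at 613 nm | reagent = glucose with 1 mM ATP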
697 NFkB inh: inhibitors of the PMA/ionomycin-induced NF-kB reporter in 697 B cells. 697 B-cell NF-kB luciferase reporter, 16 h. inhibition, % at 4 µM. actives 0.33% (n = 330,000). AID 435022; in the data active means inhibition above about 35%
SENP7 inh: blocks the human protease SENP7; AID 434973; recombinant SENP7, Z-RLRGG-aminoluciferin luminescence, 40 min; actives 1.5% (n = 330,000); inhibition, % at 5 µM; Q9BQF6;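 active means inhibition above about 50% at the single test dose, limit read from the data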;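 further: plate controls were DMSO with enzyme for no effect and no enzyme buffer wells for full effect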
Target sequence (Q9BQF6 706-1050 limits assumed): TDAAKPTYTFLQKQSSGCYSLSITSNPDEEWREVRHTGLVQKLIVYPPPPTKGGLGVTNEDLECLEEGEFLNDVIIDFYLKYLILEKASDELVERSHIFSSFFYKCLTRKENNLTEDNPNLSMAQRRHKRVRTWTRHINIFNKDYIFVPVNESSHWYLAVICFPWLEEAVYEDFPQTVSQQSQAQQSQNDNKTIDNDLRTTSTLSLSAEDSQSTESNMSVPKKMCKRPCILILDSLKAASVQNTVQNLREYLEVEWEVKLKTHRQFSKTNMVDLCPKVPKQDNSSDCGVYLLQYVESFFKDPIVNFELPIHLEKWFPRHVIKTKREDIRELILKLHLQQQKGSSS
UBC13 polyUb: blocks human UBC13 polyubiquitin chain formation. inhibition, % at 20 µM. P61088. AID 485273. TR-FRET. actives 0.47% (n = 330,000); in the data active means inhibition above about 45%, passing the limit was not always enough
Target sequence (P61088 whole entry, looked up): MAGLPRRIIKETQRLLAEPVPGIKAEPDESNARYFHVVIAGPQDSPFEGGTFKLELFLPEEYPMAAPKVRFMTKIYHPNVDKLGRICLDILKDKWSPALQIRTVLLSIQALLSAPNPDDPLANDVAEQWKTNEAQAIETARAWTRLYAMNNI
SENP8 inh: inhibitors of human SENP8 protease; purified SENP8, Z-RLRGG-aminoluciferin cleavage, luminescence; inhibition, % at 10 µM; AID 2540; actives 1.2% (n = 330,000); Q96LD8
Target sequence (Q96LD8 whole entry, looked up): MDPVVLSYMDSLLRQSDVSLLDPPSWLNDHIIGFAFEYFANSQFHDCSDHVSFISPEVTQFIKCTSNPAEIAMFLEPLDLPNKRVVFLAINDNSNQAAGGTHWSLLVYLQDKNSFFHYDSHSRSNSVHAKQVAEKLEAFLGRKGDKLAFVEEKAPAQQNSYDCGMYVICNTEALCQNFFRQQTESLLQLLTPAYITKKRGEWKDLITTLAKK
Active calls of the source: *; · = no result given. Unless noted, no stated cut-off is given here; in the data, active means inhibition above about 50%; inactive means the rest.

1. Cc1ccc(C(=O)N/C(=C\c2ccc(-c3ccccc3[N+](=O)[O-])o2)C(=O)NCCN(C)C)cc1
2. O=C(Cn1cnc2ccccc21)c1ccc(Br)cc1
3. O=C(Oc1ccc(N2C(=O)CCC2=O)cc1)c1ccco1
4. CCOC(=O)c1c(C)c(C(=O)NCc2cccs2)c(C)n1C
5. Cn1nnnc1SCC(=O)NNC(=O)c1ccc(F)cc1
6. CS(=O)(=O)c1ccc(Cl)c(NC(=O)CSc2n[nH]c(-c3cccs3)n2)c1
entry no.,1,2,3,4,5,6
Gli-Sufu antag,22,-3,-4,-2,1,-11
Apaf1 inhib,53*,8,7,-21,-8,-7
Jurkat NFkB inh,-16,-2,5,8,10,11
HKDC1 inhibitor,7,-1,-6,-7,3,-2
697 NFkB inh,-1,-26,-8,21,12,13
SENP7 inh,5,-4,7,-1,2,11
UBC13 polyUb,-16,-1,-9,11,6,-14
SENP8 inh,21,-7,6,5,-2,4

7. O=S(=O)(c1ccc(S(=O)(=O)N2CCCN(Cc3ccccc3)C2)cc1)N1CCCCCC1
8. Cc1cccc(OCCn2nnc3ccccc32)c1C
9. COc1ccc(NC(=O)C(C/C=C(/C)Cl)C(C)=O)cc1 (configuration not stated)
10. CC1CCN(c2nc3ccc(C(=O)O)cc3s2)CC1
11. Nc1nc(-c2ccc(Cl)cc2)c(S(=O)(=O)c2ccccc2)s1
12. COc1ccc(Nc2nc(N3CCCC3)nc3ccccc23)c(OC)c1
entry no.,7,8,9,10,11,12
Gli-Sufu antag,12,-35,3,-164,2,22
Apaf1 inhib,-9,4,-6,-4,8,-8
Jurkat NFkB inh,8,-41,-4,83*,6,30
HKDC1 inhibitor,-10,-4,0,-3,3,0
697 NFkB inh,18,-122,12,52*,-2,-37
SENP7 inh,6,7,5,96*,-4,3
UBC13 polyUb,4,-4,4,5,-4,24
SENP8 inh,5,-2,-4,97*,-8,-2

13. Cc1ccc(NC(=O)C2CCCO2)cc1[N+](=O)[O-] (configuration not stated)
14. CCOc1ccc(N(CC(=O)Nc2ccc3c(c2)OCCO3)S(=O)(=O)c2c(C)noc2C)cc1
15. Cc1nnc(SCc2nc3sc4c(c3c(=O)[nH]2)CCCC4)n(N)c1=O
16. C(=C\c1ccccn1)/c1ccccn1
17. O=S(=O)(Nc1cccc(Br)c1)c1cccc2nsnc12
18. O=S1(=O)CCN=C2SC3=C(CCCC3)N21
entry no.,13,14,15,16,17,18
Gli-Sufu antag,10,12,14,-28,-16,0
Apaf1 inhib,-17,1,-15,3,0,-24
Jurkat NFkB inh,-8,9,-8,-37,-3,-1
HKDC1 inhibitor,-2,-2,-4,-2,2,-9
697 NFkB inh,-11,5,0,-31,-19,9
SENP7 inh,-4,7,3,-11,-3,2
UBC13 polyUb,2,2,7,-4,-9,-2
SENP8 inh,-7,5,-4,-21,3,-8

19. CC1CC(C)CN(CCCNC(=O)c2ccc(CNS(=O)(=O)c3ccc(F)cc3)cc2)C1 (configuration not stated)
20. O=C(Nc1cccs1)NC1CCCC1
21. O=C(CN(Cc1ccco1)C(=O)CNS(=O)(=O)c1ccc(Cl)cc1)NCc1ccc(F)cc1
22. Brc1cccc(OCCN2CCOCC2)c1
23. CCN1CCN(c2cc(C)c3cc(NC(=S)N4CCC5(CC4)OCCO5)ccc3n2)CC1
24. CCOC(=O)/C=C/C(=O)OCC(=O)Nc1ccc(OC)c(Cl)c1
entry no.,19,20,21,22,23,24
Gli-Sufu antag,13,-13,-4,-10,3,-2
Apaf1 inhib,10,-1,6,-1,-7,5
Jurkat NFkB inh,3,-22,3,-1,1,7
HKDC1 inhibitor,-7,-1,-3,-5,10,19
697 NFkB inh,8,-5,-4,6,11,11
SENP7 inh,-3,10,-7,10,2,4
UBC13 polyUb,4,-6,1,0,-3,8
SENP8 inh,0,0,-2,-5,-3,1

25. Cc1ccc(Cn2nnc3c(=O)[nH]c(C4CCN(S(=O)(=O)Cc5ccccc5)CC4)nc32)cc1
26. CC1(C)CC(=O)C/C(=N\NC(=O)C2CC2c2ccccc2)C1 (configuration not stated)
27. Cc1ccc(-c2nc(NCc3ccco3)n(S(C)(=O)=O)n2)cc1
28. Cc1cc(Oc2ccc(=O)n(C)n2)nc(=S)[nH]1
29. C[C@@H](NC(=O)[C@@H]1Cc2ccccc2CN1)C(=O)NCc1ccco1
30. Cc1[nH]c2ccccc2c1C(=O)NS(=O)(=O)Nc1ccc(F)cc1
entry no.,25,26,27,28,29,30
Gli-Sufu antag,10,-6,-21,·,-25,-4
Apaf1 inhib,26,-5,10,-18,1,0
Jurkat NFkB inh,-11,-2,-55,8,7,-16
HKDC1 inhibitor,3,11,-2,·,0,17
697 NFkB inh,-32,10,-53,13,-23,13
SENP7 inh,-7,3,-9,-3,3,-1
UBC13 polyUb,6,4,1,6,0,0
SENP8 inh,-4,3,0,-1,5,2

31. Cc1ccc(NC(=O)NC2CCN(S(=O)(=O)c3ccc(F)cc3)CC2)cc1
32. CCCn1c(SC(C)C(=O)O)nc2ccccc21 (configuration not stated)
33. CSc1ccccc1NC(=O)COC(=O)c1ccccc1O
34. CS(=O)(=O)Nc1ccc(Cc2ccc(NS(C)(=O)=O)cc2)cc1
35. COc1ccc(CNC(=O)CN(C)Cc2ccc(C(C)(C)C)cc2)cc1
36. CNC(=O)CN(C)S(=O)(=O)c1ccc(F)cc1
entry no.,31,32,33,34,35,36
Gli-Sufu antag,-7,4,4,2,13,-2
Apaf1 inhib,6,-3,-7,2,13,6
Jurkat NFkB inh,-6,8,-4,11,15,-23
HKDC1 inhibitor,-7,-4,-5,-2,0,-21
697 NFkB inh,-10,21,5,25,1,-19
SENP7 inh,2,3,-2,7,-12,1
UBC13 polyUb,-1,-5,8,7,0,-9
SENP8 inh,8,-4,2,1,-3,1

37. O=C(ON=C1CCN(S(=O)(=O)c2ccccc2)CC1)c1ccc(Cl)cc1
38. CN(CC(=O)Nc1cccc(F)c1)C(=O)c1ccc(-n2cncn2)c([N+](=O)[O-])c1
39. C[C@H](CO)N1C[C@H](C)[C@@H](CN(C)S(=O)(=O)c2ccc(F)cc2)Oc2ccc(NC(=O)CCC(F)(F)F)cc2C1=O
40. COc1cc(NC(=O)c2ccccc2)c(OC)cc1NC(=O)CN1C(=O)NC2(CCCCC2)C1=O
41. NS(=O)(=O)c1ccc(CNC(=O)c2ccc(C(=O)c3ccccc3)cc2)cc1
42. COc1cc(NC(=O)CCCNC(=O)c2ccc(Cl)cc2)cc(OC)c1OC
entry no.,37,38,39,40,41,42
Gli-Sufu antag,27,0,-18,1,-2,-2
Apaf1 inhib,20,1,5,-1,3,-7
Jurkat NFkB inh,3,10,9,9,-11,-8
HKDC1 inhibitor,6,-3,-3,3,-6,-1
697 NFkB inh,19,22,12,8,-5,0
SENP7 inh,29,-2,3,-3,-14,-2
UBC13 polyUb,11,6,4,-9,-5,4
SENP8 inh,7,16,-8,2,-20,1

43. COc1ccc(S(=O)(=O)N2CCCCC2)cc1NC(=O)CCNC(=O)c1ccc(Cl)cc1
44. N#Cc1nc(COc2ccc(Cl)cc2)oc1NCc1ccc2c(c1)OCO2
45. Cc1ccc(-c2csc3ncn(CC(=O)N4CCOCC4)c(=O)c23)cc1C
46. O=c1c(Cl)c(Cl)cnn1Cc1nnc(-c2ccccc2Br)o1
47. Cc1cc(Nc2ccc(Cl)cc2)n(-c2cccc(Cl)c2)n1
48. COc1cc(SC)ccc1C(=O)OCC(=O)NC1CCCCC1
entry no.,43,44,45,46,47,48
Gli-Sufu antag,0,-6,-4,1,-8,-6
Apaf1 inhib,3,11,9,12,10,3
Jurkat NFkB inh,4,4,9,18,1,-6
HKDC1 inhibitor,-4,8,0,13,2,-1
697 NFkB inh,6,15,15,-25,-4,3
SENP7 inh,0,-2,0,-6,4,7
UBC13 polyUb,4,6,1,-2,4,0
SENP8 inh,-4,-3,10,-6,3,1

49. CC(=O)Nc1ccc(S(=O)(=O)N(c2cccnc2)S(=O)(=O)c2ccc(NC(C)=O)cc2)cc1
50. Cc1nc2ccc(C(=O)Nc3ccc(N(C)C)cc3)cc2s1
51. CCN(CC)CCNC(=O)CNC(=S)N(CCCN1CCOCC1)Cc1cccs1
52. CC(C)Cc1ccc(S(=O)(=O)Nc2ccccn2)cc1
53. Cc1cc(=O)[nH]c(SCC(=O)C23CC4CC(CC(C4)C2)C3)c1C#N
54. Cc1cccc(Oc2ccc(C(=O)NC3CCSC3=O)cn2)c1C (configuration not stated)
entry no.,49,50,51,52,53,54
Gli-Sufu antag,-11,-57,4,10,22,6
Apaf1 inhib,-1,2,2,5,-5,-4
Jurkat NFkB inh,7,-5,-4,5,10,0
HKDC1 inhibitor,6,0,-2,-5,4,-1
697 NFkB inh,20,-82,7,-5,4,-7
SENP7 inh,-1,9,-6,0,-4,-4
UBC13 polyUb,8,-17,2,3,2,4
SENP8 inh,6,-3,2,4,-6,4

55. Cc1ccc2c(c1)cc1c(=O)[nH]ncn12
56. O=C(O)CSCCCC(=O)Nc1ccc(Br)cc1
57. O=C(NCc1nc2ccccc2[nH]1)C1=C[C@H](C2CCCCC2)C[C@H](OCCCCO)O1
58. CCN(Cc1nc(-c2ccc(OC)cc2)no1)C(=O)c1ccoc1C
59. C=CCOc1ccc(C2NC(=S)NC3=C2CCc2ccccc23)cc1 (configuration not stated)
60. O=C(O)CC(NS(=O)(=O)Cc1ccccc1)c1cccc([N+](=O)[O-])c1 (configuration not stated)
entry no.,55,56,57,58,59,60
Gli-Sufu antag,-2,8,5,-10,7,5
Apaf1 inhib,3,-15,20,-8,1,-6
Jurkat NFkB inh,-19,-2,6,-11,19,-21
HKDC1 inhibitor,1,1,2,1,22,5
697 NFkB inh,-18,9,-8,10,-4,1
SENP7 inh,-4,-5,-5,-2,2,-3
UBC13 polyUb,-4,1,4,0,0,0
SENP8 inh,-3,4,-3,3,4,6

61. COc1ccc(CC(=O)NNC(=S)NC(=O)c2cccnc2)cc1
62. O=C(CSc1nnc(C2CCCCC2)o1)N1CCCCC1
63. O=C(CCN1CCOCC1)N1CCCC(Nc2ccc(F)cc2)C1 (configuration not stated)
64. O=c1cc(CSc2nnnn2-c2ccccc2)nc2scc(-c3ccccc3)n12
65. O=C(Cc1cccs1)N(c1ccccc1)C1C=CS(=O)(=O)C1 (configuration not stated)
entry no.,61,62,63,64,65
Gli-Sufu antag,1,-20,3,1,6
Apaf1 inhib,-20,4,-56,24,-3
Jurkat NFkB inh,21,-18,10,1,-2
HKDC1 inhibitor,-2,-3,2,2,-3
697 NFkB inh,-10,13,0,20,-4
SENP7 inh,0,4,-6,2,-5
UBC13 polyUb,-7,8,-1,3,-3
SENP8 inh,-5,-3,2,-6,-3

Compounds above with fluorine (9):
5. Cn1nnnc1SCC(=O)NNC(=O)c1ccc(F)cc1
19. CC1CC(C)CN(CCCNC(=O)c2ccc(CNS(=O)(=O)c3ccc(F)cc3)cc2)C1 (configuration not stated)
21. O=C(CN(Cc1ccco1)C(=O)CNS(=O)(=O)c1ccc(Cl)cc1)NCc1ccc(F)cc1
30. Cc1[nH]c2ccccc2c1C(=O)NS(=O)(=O)Nc1ccc(F)cc1
31. Cc1ccc(NC(=O)NC2CCN(S(=O)(=O)c3ccc(F)cc3)CC2)cc1
36. CNC(=O)CN(C)S(=O)(=O)c1ccc(F)cc1
38. CN(CC(=O)Nc1cccc(F)c1)C(=O)c1ccc(-n2cncn2)c([N+](=O)[O-])c1
39. C[C@H](CO)N1C[C@H](C)[C@@H](CN(C)S(=O)(=O)c2ccc(F)cc2)Oc2ccc(NC(=O)CCC(F)(F)F)cc2C1=O
entry no.,5,19,21,30,31,36,38,39
Gli-Sufu antag,1,13,-4,-4,-7,-2,0,-18
Apaf1 inhib,-8,10,6,0,6,6,1,5
Jurkat NFkB inh,10,3,3,-16,-6,-23,10,9
HKDC1 inhibitor,3,-7,-3,17,-7,-21,-3,-3
697 NFkB inh,12,8,-4,13,-10,-19,22,12
SENP7 inh,2,-3,-7,-1,2,1,-2,3
UBC13 polyUb,6,4,1,0,-1,-9,6,4
SENP8 inh,-2,0,-2,2,8,1,16,-8

63. O=C(CCN1CCOCC1)N1CCCC(Nc2ccc(F)cc2)C1 (configuration not stated)
entry no.,63
Gli-Sufu antag,3
Apaf1 inhib,-56
Jurkat NFkB inh,10
HKDC1 inhibitor,2
697 NFkB inh,0
SENP7 inh,-6
UBC13 polyUb,-1
SENP8 inh,2
